Compound activity deposited in PubChem BioAssay by National Center for Advancing Translational Sciences (NCATS).
hERG WT inh – KCNH2 (human, wildtype) channel inhibition | U2OS, BacMam KCNH2, thallium flux FluxOr; active compounds read low | activity change, % at 1.84 µM | AID 720551 | Q12809 | 340,000 compounds, 0.37% hits;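 active = maximum activity change below -70%; inconclusive = maximum activity change between -70% and -50%; inactive = maximum activity change above -50%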
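U2OS cells were transduced with wild-type KCNH2 virus (2.03 x 10^8 / mL) for 4 h at room temperature, then cultured overnight at 37 C. Thallium flux was read with FluxOr dye. Rate constants were normalized to DMSO controls.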
USP2a block – inhibitors of human ubiquitin-specific protease USP2a; O75604; USP2 core, Ub-CHOP2 coupled fluorogenic reporter, 485/531; Potency, µM (doses to about 38.3 µM), inactives show at the highest dose activity change, negative = inhibition, actives largely listed as inhibitors; 330,000 compounds, 0.01% hits; AID 463254;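 note: potency is the fitted concentration of half-maximal effect; plate controls were DMSO wells for no effect and full inhibition by NEM control for full effect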
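Cell-free coupled assay: 10nM USP2 core preincubated 30min RT with compound in Tris-HCl pH 8.0/CaCl2/CHAPS buffer, then 25nM Ub-CHOP2 and 25nM reporter substrate; fluorescence (Ex 485/Em 531) read after 60min RT, normalized to NEM inhibition, concentration-response curves fitted.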
KCNH2 3.1 block – inhibitors of human KCNH2 3.1 potassium channel isoform | AID 720553 | U2OS KCNH2 3.1, thallium flux FluxOr; active compounds read low | activity change, % (tested at about 1.8 µM) | 340,000 compounds, 0.95% hits;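 active = maximum activity change below -70%; inconclusive = maximum activity change from -70% to -50%; inactive = maximum activity change above -50%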;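 note: thallium influx rate constant from kinetic fluorescence after stimulation buffer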
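Measured as rate of thallium-driven FluxOr signal in transduced U2OS cells carrying the 3.1 channel, read kinetically for 2 min upon stimulation; values are rate constants scaled to DMSO control wells.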
B2AR arrestin – agonists driving beta-arrestin recruitment to human beta2-adrenergic receptor; AID 492947; 330,000 compounds, 0.02% hits; beta-arrestin recruitment to beta2AR, cell-based reporter; Potency, µM (highest dose often 46.1 µM), inactives show at the top dose activation, hits mostly activators; P07550;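 note: potency is the fitted concentration of half-maximal effect; 0% = DMSO controls and full agonism = EC100 isoproterenol or metaproterenol; nearly all actives have a fitted effect of over 65% in size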
Target sequence (P07550 whole entry, looked up): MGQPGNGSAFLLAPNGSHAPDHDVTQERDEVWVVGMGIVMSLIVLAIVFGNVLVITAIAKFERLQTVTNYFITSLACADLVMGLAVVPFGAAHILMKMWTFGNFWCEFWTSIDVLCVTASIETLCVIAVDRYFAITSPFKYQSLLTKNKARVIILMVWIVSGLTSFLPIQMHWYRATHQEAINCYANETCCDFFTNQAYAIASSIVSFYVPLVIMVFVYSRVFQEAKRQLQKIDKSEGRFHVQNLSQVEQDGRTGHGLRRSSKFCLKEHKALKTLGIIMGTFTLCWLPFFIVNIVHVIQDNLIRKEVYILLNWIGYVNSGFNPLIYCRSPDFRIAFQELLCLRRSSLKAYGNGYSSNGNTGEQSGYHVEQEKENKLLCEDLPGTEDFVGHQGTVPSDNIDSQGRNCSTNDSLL
PKM2 activator – increases activity of human pyruvate kinase M2; purified PKM2, Kinase-Glo ATP luminescence, activation; response scale: 0% is enzyme alone, no compound; Potency, µM (top dose mostly 57.5 µM), inactives show at the highest dose activation, usual class: activators; 260,000 compounds, 0.34% hits; AID 1631; note: potency is the fitted concentration of half-maximal effect; nearly all actives have a fitted effect of over 55% in size
Target sequence (P14618 whole entry, looked up): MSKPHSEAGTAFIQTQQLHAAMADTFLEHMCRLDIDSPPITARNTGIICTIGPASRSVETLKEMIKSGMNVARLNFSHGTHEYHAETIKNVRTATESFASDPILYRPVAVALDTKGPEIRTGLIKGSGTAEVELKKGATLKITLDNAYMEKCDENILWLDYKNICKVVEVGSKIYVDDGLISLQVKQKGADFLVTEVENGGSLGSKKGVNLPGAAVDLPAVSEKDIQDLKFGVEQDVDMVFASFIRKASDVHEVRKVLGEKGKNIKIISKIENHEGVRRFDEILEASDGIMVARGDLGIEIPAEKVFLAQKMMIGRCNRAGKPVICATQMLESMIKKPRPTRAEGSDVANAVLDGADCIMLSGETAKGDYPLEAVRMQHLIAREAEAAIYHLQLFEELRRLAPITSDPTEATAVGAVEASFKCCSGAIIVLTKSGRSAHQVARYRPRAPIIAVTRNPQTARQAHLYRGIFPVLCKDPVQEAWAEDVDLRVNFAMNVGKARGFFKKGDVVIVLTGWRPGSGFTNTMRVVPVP
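Kinase-Glo luminescence reports ATP generated from ADP (0.1 mM) and PEP (0.5 mM) by purified hPK-M2 after 1 h at room temperature, pH 7.2 imidazole buffer; intermediate enzyme activity allows detecting inhibitors and activators.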
uPA surface inh – inhibitors of cell surface uPA generation; Potency, µM (top dose mostly 38.3 µM), for inactives: at the top dose activity change, negative = inhibition, most hits filed as inhibitors; cell surface uPA generation assay, qHTS; 330,000 compounds, 0.31% hits; active = well fitted inhibition curve with a large enough effect; inconclusive = small, poorly fitted or top-dose-only effect; inactive = no such curve, though single readings can be large or run the other way; tested in mouse RAW 264.7 cells; note: potency is the fitted concentration of half-maximal effect; nearly all actives have a fitted effect of over 55% in size
FBPA coupling cs – counter-screen for Giardia aldolase inhibitors: coupling enzyme system; coupling enzyme system counterscreen, AmpLite Red fluorescence; activity change, negative = inhibition, % at 58.2 µM, hits read low; 290,000 compounds, 0.67% hits; in the data active = activity change below about -30%
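Final compound at 57.5 uM, incubated 10 min at RT with coupling enzyme reagent (glyceraldehyde-3-phosphate), then 20 min with substrate and AmpLite Red detection. Fluorescence read at 525/598 nm; tests interference with the coupling assay, not aldolase inhibition.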
GALK inhibitor – inhibitors of human galactokinase; P51570; Purified GALK, Kinase-Glo residual ATP luminescence; Potency, µM (doses to about 57.5 µM), for the others: top-dose activity change, negative = inhibition, most hits filed as inhibitors; 270,000 compounds, 0.007% hits; note: potency is the fitted concentration of half-maximal effect
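ATP-depletion format; final 35 uM ATP, 100 uM D-galactose, 5 nM enzyme; pH 8.0 HEPES/Mg2+ buffer; 60 min RT; luminescence read 10 min after detection reagent.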
Eya2 phos inh – Eya2 (human) phosphatase inhibition. Potency, µM (series often up to 76.9 µM), inactives show at the top dose activity, negative = inhibition, hits mostly inhibitors. O00167. AID 488837. 330,000 compounds, 0.006% hits. recombinant Eya2, OMFP fluorescence dephosphorylation (OMFP is methylfluorescein phosphate); note: potency is the fitted concentration of half-maximal effect
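Eya2 protein (added as 0.2 uM solution) was preincubated with compound for 10 min at ambient temperature in 50 mM HEPES pH 7.5, 50 mM NaCl, 5 uM MgCl2, 0.05% BSA, 1 mM DTT. OMFP (added at 50 uM) then reacted 10 min; fluorescence read at 485/525 nm.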
Giardia killer – kills Giardia lamblia; Giardia lamblia trophozoite viability; activity change, % at 7.66 µM, hits read low; 340,000 compounds, 0.15% hits; AID 540267; in the data active = activity change below about -80%; inconclusive = between about -30% and that limit;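 note: parasites exposed to compound for two days anaerobically before the ATP read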
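Anaerobic 48 hrs incubation at 37 deg C of 100 trophozoites/well with test compounds; ATPLite 1-Step luminescence, 15-30 min RT, reports cellular ATP as viability.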
Chronic BCR inh – blocks chronic active B-cell receptor signaling | ABC-DLBCL IkBa-CBG/CBR reporter, luminescence ratio, 4 h | Potency, µM (highest dose often 46.1 µM), without a hit: at the highest dose ratio change, negative = lower green/red ratio, hits mostly inhibitors | 340,000 compounds, 0.05% hits | AID 493014; active = well fitted inhibition curve with a large enough effect in the signal ratio, with a control signal flat, not every such curve was filed as active; inconclusive = small, poorly fitted or top-dose-only effect, or effect the other way, or a change in a side signal; the % refers to the signal ratio;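 note: potency is the fitted concentration of half-maximal effect; plate controls were basal doxycycline-induced cells for no effect and cells given 10 µM MG132 for full effect; MG132 reads +100%, hits lower the ratio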
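Compounds up to 46 uM were incubated four hours with TMD8 cells whose green CBG68 luciferase is fused to IkappaBalpha; red CBR luminescence normalised the signal, and concentration-effect curves were fitted to fusion, red and ratio data.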
* = called active by the depositor; u = inconclusive; x = no result given; [ ] = remark or other dose. Unless noted, calls come from the whole dose curve; as a rule, active = well fitted curve in the direction sought with a large enough effect; inconclusive = small, poorly fitted or top-dose-only effect, or another doubt; inactive = no such curve, though single readings can be large; an effect the other way counts as inactive or inconclusive. Unless noted, % is set by controls: 0 for no effect and ±100 for the full control effect.

Preview, seven compounds:
Values run as follows: USP2a block	KCNH2 3.1 block	Chronic BCR inh	Eya2 phos inh	PKM2 activator	B2AR arrestin	GALK inhibitor	FBPA coupling cs	uPA surface inh	Giardia killer	hERG WT inh
1. O=C(O)c1ccc(NC(=O)c2ccccc2NC(=O)c2cccc(F)c2)cc1
→ 1%	4	9%	-4%	14%	0.2%	4%	6	-4%	-20	-5
2. CCOc1ccc(CCNC(=O)c2ccc(OCc3c(C)noc3C)cc2)cc1OCC
→ -1%	-1	u	-17%	x	-0.5%	x	x	-12%	14	-2
3. COc1cccc(CNC(=O)CCC(=O)N2CC(C)Oc3ccccc32)c1OC (configuration not stated)
→ -2%	-11	-1%	-6%	3%	-0.8%	x	1	3%	4	-6
4. CC(C)(C)NC(=O)NC(=O)COC(=O)C1CCN(S(=O)(=O)c2cccs2)CC1
→ -6%	30	-5%	-2%	x	-1.2%	x	x	7%	-24	34
5. Cc1nc(N)sc1C(=O)NN
→ 2%	-1	u	6%	8%	-1.0%	0%	1	4%	-16	-1
6. COc1ccc(OCCCC(=O)Nc2cccc([N+](=O)[O-])c2)cc1
→ 4%	-1	-4%	-2%	-8%	-1.0%	4%	-3	1%	-3	-9
7. Cc1ccc(C2=NO[C@@](CC(=O)O)(C(=O)Nc3ccc4c(c3)OCCO4)C2)cc1
→ -3%	17	0%	-8%	x	-0.2%	2%	-1	-1%	-6	6

Main list, from the first entry:
Values run as follows: USP2a block	KCNH2 3.1 block	Chronic BCR inh	Eya2 phos inh	PKM2 activator	B2AR arrestin	GALK inhibitor	FBPA coupling cs	uPA surface inh	Giardia killer	hERG WT inh
1. O=C(O)c1ccc(NC(=O)c2ccccc2NC(=O)c2cccc(F)c2)cc1
→ 1%	4	9%	-4%	14%	0.2%	4%	6	-4%	-20	-5
2. CCOc1ccc(CCNC(=O)c2ccc(OCc3c(C)noc3C)cc2)cc1OCC
→ -1%	-1	u	-17%	x	-0.5%	x	x	-12%	14	-2
3. COc1cccc(CNC(=O)CCC(=O)N2CC(C)Oc3ccccc32)c1OC (configuration not stated)
→ -2%	-11	-1%	-6%	3%	-0.8%	x	1	3%	4	-6
4. CC(C)(C)NC(=O)NC(=O)COC(=O)C1CCN(S(=O)(=O)c2cccs2)CC1
→ -6%	30	-5%	-2%	x	-1.2%	x	x	7%	-24	34
5. Cc1nc(N)sc1C(=O)NN
→ 2%	-1	u	6%	8%	-1.0%	0%	1	4%	-16	-1
6. COc1ccc(OCCCC(=O)Nc2cccc([N+](=O)[O-])c2)cc1
→ 4%	-1	-4%	-2%	-8%	-1.0%	4%	-3	1%	-3	-9
7. Cc1ccc(C2=NO[C@@](CC(=O)O)(C(=O)Nc3ccc4c(c3)OCCO4)C2)cc1
→ -3%	17	0%	-8%	x	-0.2%	2%	-1	-1%	-6	6
8. Cc1ccc(CNC(=O)C2CCC(=O)N2C(C)C)cc1 (configuration not stated)
→ 0%	-4	-1%	-9%	x	-0.3%	4%	1	4%	5	4
9. O=C(NC1CCSc2ccccc21)c1cccc(S(=O)(=O)N2CCOCC2)c1 (configuration not stated)
→ -2%	29	-1%	6%	x	0.2%	x	x	10%	-3	-4
10. Cn1c(CCNC(=O)c2ccco2)nc2ccccc21
→ 0%	-9	-3%	6%	x	-0.1%	x	x	3%	-6	13
11. CCOc1ccc2oc(C(=O)NC3CC(C)(C)NC(C)(C)C3)c(C)c2c1
→ 1%	17	-17%	3%	x	0.1%	10%	1	-17%	10	x
12. COC(=O)c1c(NC(=O)CSc2nnc(Cn3nnc4ccccc43)n2C)sc(C)c1C
→ 3%	0	1%	-1%	0%	-0.3%	4%	1	6%	6	-2
13. Cc1csc(CN(C)C(=O)C2CCC(=O)N(CCCc3ccccc3)C2)n1 (configuration not stated)
→ 0%	4	2%	-6%	x	0.1%	2%	0	-1%	-12	3
14. Cc1ccc(NC(=O)/C=C/C(=O)O)c(NC(=O)c2ccccc2)c1
→ -2%	-4	3%	2%	1%[11.5 µM]	-4.0%	-1%	5	6%	8	1
15. CC(C)c1cc(C(=O)O)n[nH]1
→ 1%	14	0%	3%	0%	-0.1%	-1%	0	2%	9	-4
16. CC(O)CSc1nc2c(c(=O)[nH]c(=O)n2C)n1CC(O)COc1ccccc1 (configuration not stated)
→ 2%	-2	u	2%	8%	-0.3%	2%	2	14%	-23	-4
17. CCc1nnc(NC(=O)C2CCN(c3nccc(C)n3)CC2)s1
→ 5%	18	-1%	5%	-10%	-0.3%	2%	3	x	-9	4
18. Cc1cc2c(cc1C)C(c1ccsc1)CC(=O)N2 (configuration not stated)
→ -1%	-26	6%	-2%	8%	-0.3%	0%	7	-1%	4	5
19. COc1ccccc1NS(=O)(=O)c1cc(N)ccc1N1CCCCC1
→ -3%	0	1%	3%	-2%	-0.1%	-1%	-1	-17%	22	x
20. O=C(NNC1CC(=O)N(c2ccccc2)C1=O)c1ccco1 (configuration not stated)
→ -1%	-5	-1%	-5%	1%	-0.1%	6%	3	3%	-7	-2
21. CC1(C)CC(=O)C2=C(C1)Nc1ccccc1NC2c1cccc(F)c1 (configuration not stated)
→ 1%	3	-7%	-22%	2%[11.5 µM]	0.0%	-3%	2	-3%	23	2
22. COc1ccc(NC(=O)C(NC(C)=O)C(=O)NCc2ccccc2OC)cc1 (configuration not stated)
→ -1%	x	-9%	-5%	4%	0.3%	-3%	0	5%	8	-2
23. COC(CNC(=O)C(=O)Nc1cc2c3c(c1)CC(=O)N3CCC2)OC
→ -1%	7	0%	0%	x	0.1%	2%	1	1%	8	-8
24. COCCN(C(=O)COC(=O)CSc1ccc2ccccc2c1)c1c(N)n(Cc2ccccc2)c(=O)[nH]c1=O
→ 0%	5	u	-13%	x	-0.2%	x	x	2%	1	-2
25. CC(=O)Oc1ccc(C(=O)Nc2ccccc2C(=O)NCC(C)C)cc1
→ -2%	-12	2%	5%	-2%	-0.8%	1%	2	0%	-3	-2
26. Cc1cc(C)c(NC(=S)N(CCN(C)C)C(C)c2cccnc2)c(C)c1 (configuration not stated)
→ -1%	12	-5%	-3%	7%	-1.2%	2%	3	8%	-15	-2
27. NC(=O)Cc1nc2scc(-c3ccccc3)c2c(=O)[nH]1
→ -1%	8	8%	-1%	19%	0.1%	-2%	1	-9%	-12	19
28. CC(=O)OC1COC(n2c(O)c(N=NC(N)=S)c3ccccc32)C(OC(C)=O)C1OC(C)=O (configuration not stated)
→ -1%	-2	1%	-10%	1%[11.5 µM]	-0.5%	6%	-7	7%	-4	-10
29. Cc1ccc(S(=O)(=O)N2CCN(C(=O)CN3CCOCC3)C2C(C)C)cc1 (configuration not stated)
→ 3%	5	4%	-3%	4%	-0.1%	0%	1	7%	-2	-6
30. CC(=O)Nc1ccc(S(=O)(=O)N2CCCC2C(=O)Nc2ccc(F)cc2)cc1 (configuration not stated)
→ 1%	3	2%	-4%	x	0.1%	4%	x	7%	-1	12
31. CCCn1c(SCC(=O)Nc2nnc(CC)s2)nnc1-c1ccncc1
→ 0%	-11	-1%	-2%	-2%	-0.1%	-2%	2	-3%	-5	-6
32. CCOC(=O)c1cccc(NC(=O)CCCn2c(=O)c3cccn3c3cccnc32)c1
→ 1%	27	4%	-2%	x	-0.4%	-4%	x	10%	1	3
33. COc1cc(NC(=O)c2cnc(NCc3ccccc3)nc2C)cc(OC)c1OC
→ -1%	-14	u	-6%	x	-0.1%	x	-1	-7%	16	19
34. O=C(/C=C/c1ccc(Br)cc1)c1ccc(NC(=O)c2ccco2)cc1
→ 2%	-3	5%	-1%	25%	-0.4%	-2%	7	0%	11	0
35. CC(C)(C)c1ccc(CNC(=O)C2CCCN2C(=O)Nc2ccccc2)cc1 (configuration not stated)
→ -1%	-7	-1%	-11%	x	-0.4%	x	2	-1%	-3	1
36. COc1ccc(C(=O)/C=C/c2ccc(OC)c(CN3CCOCC3)c2)cc1
→ 0%	-31	u	-4%	2%	0.0%	x	1	-9%	u	-13
37. CC(=O)Nc1cccc(OCC(O)Cn2cnc3ccccc32)c1 (configuration not stated)
→ -3%	-13	-1%	-14%	-5%	-0.3%	0%	0	3%	-7	-12
38. Cc1ccc(NC(=O)C(c2ccccc2)c2ccccc2)nc1
→ 3%	23	0%	-1%	0%	-0.6%	-3%	-1	21%	-20	-1
39. CCC(C(=O)OCC(=O)Nc1c(Cl)cccc1Cl)c1ccccc1 (configuration not stated)
→ 1%	-4	u	-5%	-7%	-0.1%	0%	0	6%	-2	-1
